EPAC2 antag: blocks human EPAC2 exchange factor | EPAC2 GEF exchange of Rap1B-BODIPY-GDP, fluorescence | Potency, µM (highest dose often 114 µM), for inactives: at the top dose activity, negative = inhibition, usual class: inhibitors | hit rate 0.18% among 360,000 | AID 720708; note: potency is the fitted concentration of half-maximal effect; % is set by controls: 0 for no effect and ±100 for the full control effect; nearly all actives have a fitted effect of over 45% in size; many of its hits are not listed in these tables
WRN helicase inh: blocks human WRN helicase; Q14191; WRN helicase unwinding, fluorescent forked duplex, kinetic; Potency, µM (doses to about 114 µM), inactives show at the top dose activity change, negative = inhibition, usual class: inhibitors; hit rate 0.46% among 360,000; note: potency is the fitted concentration of half-maximal effect; % is set by controls: 0 for no effect and ±100 for the full control effect; nearly all actives have a fitted effect of over 55% in size
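Enzyme (20 nM final) and test compound sit together 15 min at room temperature before substrate addition. Substrate is a single-forked duplex oligonucleotide (100 nM) labelled with fluorophore and quencher, with 2 mM ATP; helicase unwinding raises red fluorescence, read kinetically.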
EPAC1 antag: EPAC1 (human) antagonism | EPAC1 GEF assay, Rap1b-BODIPY-GDP exchange fluorescence | Potency, µM (top dose mostly 115 µM), without a hit: at the highest dose activity change, negative = inhibition, actives largely listed as inhibitors | hit rate 0.14% among 360,000 | AID 720709;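 note: potency is the fitted concentration of half-maximal effect; plate controls were vehicle for no effect and positive control for full effect; nearly all actives have a fitted effect of over 50% in size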
CCT chaperon mod: cytosolic chaperonin activity modulation | purified chaperonin ATPase assay, HTRF ADP detection, 30 min | activity change, % (no concentration beside the values), hits read low | hit rate 0.3% among 360,000 | AID 651819; in the data active = activity change below about -30%; note: % is set by controls: 0 for no effect and ±100 for the full control effect
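Enzyme 40 or 20 nM (batch-dependent) in Tris pH 7.4/KCl/MgCl2/DTT; cpd 76 uM single point; ATP 10 uM; 30 min 37 °C; Transcreener ADP HTRF detection, 30 min RT; ratio 665/615.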
PLK1 PBD inh: inhibitors of human PLK1 polo-box domain binding. Potency, µM, inactives show max response, negative = inhibition, hits mostly inhibitors. hit rate 2.8% among 360,000. Plk1 PBD binding of FITC phosphopeptide, fluorescence polarization. AID 720504. P53350; note: potency is the fitted concentration of half-maximal effect; series mostly up to about 57 µM; % is set by controls: 0 for no effect and ±100 for the full control effect; nearly all actives have a fitted effect of over 65% in size
Target sequence (P53350 whole entry, looked up, the tested form may be a part): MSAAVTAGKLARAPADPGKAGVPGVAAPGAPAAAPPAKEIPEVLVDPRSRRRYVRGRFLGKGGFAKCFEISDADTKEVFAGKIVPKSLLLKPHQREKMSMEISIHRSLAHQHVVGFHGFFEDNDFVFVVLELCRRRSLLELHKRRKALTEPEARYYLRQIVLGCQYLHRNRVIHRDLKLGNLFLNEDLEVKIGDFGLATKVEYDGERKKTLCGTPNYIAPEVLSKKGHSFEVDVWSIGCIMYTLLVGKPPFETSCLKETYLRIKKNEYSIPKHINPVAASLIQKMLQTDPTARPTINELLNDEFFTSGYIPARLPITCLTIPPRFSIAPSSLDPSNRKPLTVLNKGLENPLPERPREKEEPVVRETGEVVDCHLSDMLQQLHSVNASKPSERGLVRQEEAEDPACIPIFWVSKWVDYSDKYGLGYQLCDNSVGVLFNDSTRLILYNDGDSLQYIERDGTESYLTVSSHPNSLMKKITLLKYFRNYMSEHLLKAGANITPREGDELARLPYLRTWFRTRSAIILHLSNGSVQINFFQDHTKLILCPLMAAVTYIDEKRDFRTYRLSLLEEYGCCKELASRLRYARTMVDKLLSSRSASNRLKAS
Mm-Cpn inhibitor: inhibitors of Methanococcus maripaludis chaperonin (MmCpn); Potency, µM (doses to about 76.9 µM), for inactives: at the highest dose activity, negative = inhibition, actives largely listed as inhibitors; hit rate 0.031% among 330,000; purified Mm-Cpn ATPase, ADP Transcreener TR-FRET; note: potency is the fitted concentration of half-maximal effect; % is set by controls: 0 for no effect and ±100 for the full control effect; nearly all actives have a fitted effect of over 80% in size
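Inhibition of chaperonin ATP hydrolysis is measured as reduced ADP production, detected by competitive TR-FRET in which signal falls with ADP. Final enzyme 25 nM and ATP 10 uM, reacted 30 min at 37°C.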
EPAC1 ag: activates human EPAC1 exchange factor. O95398. EPAC1 agonist qHTS, biochemical assay; response scale: 100% = response to 6.5 mM cAMP. Potency, µM (titrated, usually from 154 µM), inactives show top-dose activation, most hits filed as activators. hit rate 0.073% among 360,000; note: potency is the fitted concentration of half-maximal effect; nearly all actives have a fitted effect of over 60% in size
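Compounds were pinned as a concentration titration into mixtures of EPAC1 (100 nM), BODIPY-GDP-loaded Rap1B (250 nM) and GDP (50 uM). After 5 min at room temperature, fluorescence was followed for 30 min; activity was scaled to 6.5 mM cAMP.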
PI5P4Ka inh: inhibitors of human PI5P4K alpha; hit rate 1.2% among 330,000; max response, %; PI5P4Kalpha enzyme, ADP-Glo luminescence, 60 min; active compounds read low; active = max response of -50% or lower; inconclusive = between -30% and -50%; inactive = -30% or higher; note: value at the top dose of about 77 µM; % is set by controls: 0 for no effect and ±100 for the full control effect
Target sequence (P48426 whole entry, looked up): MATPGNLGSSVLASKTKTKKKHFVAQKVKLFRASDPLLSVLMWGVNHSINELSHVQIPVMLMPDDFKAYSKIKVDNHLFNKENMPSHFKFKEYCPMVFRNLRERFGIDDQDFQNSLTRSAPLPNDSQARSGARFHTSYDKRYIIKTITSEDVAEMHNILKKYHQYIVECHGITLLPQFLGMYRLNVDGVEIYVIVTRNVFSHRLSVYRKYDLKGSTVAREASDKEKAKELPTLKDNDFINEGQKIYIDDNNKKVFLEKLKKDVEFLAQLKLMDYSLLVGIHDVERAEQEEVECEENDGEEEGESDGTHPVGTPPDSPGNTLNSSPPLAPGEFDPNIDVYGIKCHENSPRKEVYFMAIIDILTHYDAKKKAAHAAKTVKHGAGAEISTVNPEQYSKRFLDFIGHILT
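Enzyme plus substrate dispensed, test compounds pinned in, then ATP (5 microM final) added. After 60 min at RT, ADP-Glo reagent 1 for 45 min and reagent 2 for 30 min preceded luminescence imaging.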
The depositor's hits bear a star; ? = inconclusive; nt = not tested or not shown; [ ] = another dose, or the depositor's remark. Unless noted, calls come from the whole dose curve; as a rule, active = well fitted curve in the direction sought with a large enough effect; inconclusive = small, poorly fitted or top-dose-only effect, or another doubt; inactive = no such curve, though single readings can be large; an effect the other way counts as inactive or inconclusive. Only part of the results is shown; the hit share may differ from the screen's.

SMILES | EPAC2 antag | WRN helicase inh | EPAC1 antag | CCT chaperon mod | PLK1 PBD inh | Mm-Cpn inhibitor | EPAC1 ag | PI5P4Ka inh
CCN(CC)S(=O)(=O)c1ccc(Cl)c(NC(=O)COC(=O)/C=C/c2ccc(O)c(OC)c2)c1 | -3% | -11% | -6% | -2.3 | -1% | 0% | 17% | 0
COc1ccc(C)cc1S(=O)(=O)N(C)CC(=O)N1CCN(C)CC1 | 13% | -2% | 14% | 0.3 | 1% | 0% | 0% | nt
CC(C)CNC(=O)c1ccccc1NC(=O)CSCc1ccccc1 | 3% | 7% | -4% | -5.3 | -9% | -1% | 8% | 9
CCC(c1nnc(SCc2nc3ccccc3s2)n1Cc1ccccc1)N(C)C (centres undefined) | -4% | -5% | 0% | 2.0 | -3% | -1% | 3% | 8
NC(=O)COC(=O)c1c2c(nc3ccccc13)CCCC2 | 7% | -26% | -11% | 1.4 | 0% | -1% | 1% | 3
CC(=O)c1n[nH]nc1NC(=O)c1ccccc1 | -9% | -13% | -20% | -2.5 | -6% | 2% | -1% | nt
CN1CCN(S(=O)(=O)c2ccc(-c3ccccc3)cc2)CC1 | 13% | -18% | 15% | 1.7 | -1% | 0% | -8% | nt
COCCn1cnnc1SCC(=O)Nc1ccc(Br)cc1F | -3% | 2% | 6% | -4.0 | -11% | -6% | 5% | -8
CC(NC(=O)Nc1ccccc1Cl)c1ccc2c(c1)OCO2 (centres undefined) | 11% | -4% | -9% | 1.0 | -6% | 0% | -7% | 1
Cc1cc(C(=O)NN=C2CCCCCCC2)c2ccccc2n1 | 6% | 4% | -9% | 0.7 | 1% | 2% | -5% | -5
O=C1CSC(=S)N1/N=C/c1ccc2c(c1)OCCO2 | 10% | -31% | -7% | -1.0 | ? | -17% | -5% | -57*
O=C(CSC1=NNC(c2ccccn2)S1)Nc1cccc(Cl)c1 (centres undefined) | -2% | -20% | -12% | -1.5 | -23% | -5% | 8% | -3
COc1cccc(-c2nc(-c3ccccc3)c(-c3ccccc3)[nH]2)c1OCC(=O)O | -4% | -18% | -24% | 0.0 | ? | -4% | 1% | -8
CN(C)C=NC1=NN(c2cccc(C(F)(F)F)c2)CC1 | -6% | -3% | 0% | -4.3 | -5% | -6% | 2% | 16
CN1OC[C@@H]2CN(Cc3ccc(Cl)cc3)[C@H](c3ccc(N4CCCCC4)cc3)C[C@@H]21 | -20% | -11% | -12% | 0.9 | -4% | nt | 3% | 20
Cc1ccc(C(=O)NCC(=O)N(C)Cc2ccccc2C)s1 | 4% | -10% | 11% | -0.6 | -5% | nt | -2% | -4
CC(C)(C)OC(=O)C[C@H]1C/C=C\C[C@@H](CC(=O)NCCO)C(=O)N[C@H](Cc2ccccc2)COC1=O | 1% | -2% | -11% | 0.8 | 1% | -2% | 10% | 0
Cc1ccnc(NC(=O)c2ccc(OCC3CCCO3)cc2)c1 (centres undefined) | 0% | 1% | 2% | 1.5 | -3% | 3% | 8% | ?
CCN1CCN(C(c2cccs2)C(C)NC(=O)c2ccccc2OC)CC1 (centres undefined) | 8% | 4% | -13% | -1.9 | -9% | -1% | -6% | 0
CC(C)N1C(=O)S/C(=C/c2ccccc2OCc2ccc(C(=O)O)cc2)C1=O | 0% | -13% | -29% | 1.4 | ? | 0% | -7% | 0
Cc1ccnc(NC2(C(F)(F)F)N=C3SCCN3C2=O)c1 (centres undefined) | 5% | 1% | -2% | -2.5 | -22% | -2% | 0% | -1
COc1ccc(/C=N/NC(=O)CCOc2ccccc2C)cc1OC | 6% | -3% | -7% | -0.5 | 2% | 2% | 5% | -4
CC(C)CNC(=O)CN1C(=O)NC(Cc2c[nH]c3ccccc23)C1=O (centres undefined) | 1% | 1% | 7% | -0.7 | 1% | 2% | 12% | 1
O=C(c1cccc(C(F)(F)F)c1)N1CCC(O)(CS(=O)(=O)Cc2ccccc2)CC1 | -6% | -5% | -1% | -2.0 | -6% | 0% | 4% | 2
COC(=O)c1c(NC(=O)CSc2nc3ccccc3c(=O)n2Cc2ccco2)sc(C)c1C | 1% | 2% | -14% | -2.1 | -8% | 0% | 5% | -5

Part of the list above with just WRN helicase inh and EPAC2 antag:
SMILES	WRN helicase inh	EPAC2 antag
CN1OC[C@@H]2CN(Cc3ccc(Cl)cc3)[C@H](c3ccc(N4CCCCC4)cc3)C[C@@H]21	-11%	-20%
COc1ccc(/C=N/NC(=O)CCOc2ccccc2C)cc1OC	-3%	6%
CCN(CC)S(=O)(=O)c1ccc(Cl)c(NC(=O)COC(=O)/C=C/c2ccc(O)c(OC)c2)c1	-11%	-3%

(next part)
SMILES | EPAC2 antag | WRN helicase inh | EPAC1 antag | CCT chaperon mod | PLK1 PBD inh | Mm-Cpn inhibitor | EPAC1 ag | PI5P4Ka inh
O=C(CN(C(=O)Cn1nnc(-c2ccccc2F)n1)c1cnc2ccccc2c1)NCC1CCCO1 (centres undefined) | -5% | -5% | 1% | -4.4 | -14% | -7% | 8% | -1
CC(C)C[C@H](NC(=O)c1nc[nH]c1C(=O)NCC(=O)OCc1ccccc1)C(=O)OCc1ccccc1 | -19% | -10% | -25% | -2.4 | -8% | -3% | -19% | 8
COc1ccc(-c2csc(NC(=O)Nc3ccccc3)n2)cc1 | -1% | -4% | -6% | -0.2 | -16% | -3% | 1% | 1
COc1ccc(CN(CCC#N)CCC2(c3ccccc3)CC(C)N(C)CC2C)cc1OC (centres undefined) | 0% | -2% | -8% | -0.7 | 2% | 1% | -5% | 1
CCOC(=O)c1ccc(NC(=O)N2CCCCCC2)cc1 | -4% | -18% | 3% | -1.0 | -10% | -1% | 10% | 2
CCOC(=O)c1c(NC(=O)COC(=O)c2ccc(O)cc2)sc(C(=O)N(C)C)c1C | 2% | -4% | -15% | 0.2 | -1% | ? | -10% | -9
Cn1c(SCC(=O)N2CCOCC2)nc2c(c1=O)SCC2 | -7% | ? | -7% | -2.8 | -10% | 1% | 0% | -4
CCC(=O)Nc1nnc(Sc2ccc(N(C)C)cc2)s1 | -3% | -29% | -4% | -0.3 | -19% | 2% | 2% | 2
CC(=O)Nc1ccc(S(=O)(=O)N2CCN(C(=O)CCC3CCCC3)CC2)cc1 | -3% | -11% | -9% | 0.3 | -4% | 0% | -9% | 0
Cc1cc(N2CCN(c3ccc(F)cc3)CC2)nc2cc(O)ccc12 | -19% | -10% | 0% | 1.1 | 5% | 0% | -10% | -7
O=C(C(=NNc1ccccc1)c1ccccc1)c1ccccc1 | -11% | 3% | -24% | 0.1 | 0% | nt | -5% | 0
CC1=C(C(=O)Nc2ccccc2)C2(CCCCC2)C(C#N)=C(S)N1 | -1% | ? | -4% | -3.8 | ? | -5% | 16% | -58*
CCc1nc(SCC(=O)NCCc2ccc(OC)c(OC)c2)c2c(=O)n(C)c(=O)n(C)c2n1 | 6% | -7% | -12% | 1.2 | 4% | 0% | 12% | 12
Cc1cc(-c2ccccc2)nc(N2CCC(C(=O)NC(C)C)CC2)n1 | 0% | 6% | -5% | -3.1 | -6% | -2% | 9% | nt
CN1CCN(C2CCN(c3ccc(Nc4nnc(Cl)c(Nc5ccccc5S(C)(=O)=O)n4)c(OC(CF)CF)c3)CC2)CC1 | -1% | -5% | -2% | 1.1 | -7% | -3% | 10% | 0
C[C@]12C=CC(=O)C=C1CC[C@@H]1C2[C@@H](O)C[C@@]2(C)C1CC[C@]2(O)C(=O)COC(=O)CCC(=O)O (some centres undefined) | 0% | -3% | 2% | -1.9 | 3% | 0% | 2% | 4
COc1cc(CN2CCN(c3ccc(C)cc3)CC2)cc([N+](=O)[O-])c1O | 5% | 0% | -12% | -2.2 | -3% | -2% | -3% | nt
CCCCC(=O)N1CCN(c2nc3ccc(F)cc3s2)CC1 | 4% | -5% | 1% | 0.4 | 1% | 1% | -2% | 0
Cc1ccc(NC(=O)c2cc3c(CO)cnc(C)c3oc2=Nc2cccc(C(N)=O)c2)cc1 | 8% | 1% | -13% | -2.6 | 0% | -2% | 4% | 1
O=C(CCS(=O)(=O)c1ccc(Br)cc1)N1CCN(c2ccccc2F)CC1 | -8% | -24% | -5% | -3.6 | -8% | 0% | ? | -1
CCCNC(=S)N1CCC(C(=O)c2ccc3c(c2)OCCO3)CC1 | 3% | -4% | -2% | 0.1 | -2% | 0% | -2% | 5
CCN1C(=O)N[C@H](c2ccc(Br)cc2)C(C(=O)OC)=C1C | 3% | 3% | -16% | 0.8 | -17% | nt | 6% | 0
O=C(COCC(=O)NCc1ccccc1)NCc1ccccc1 | -5% | -4% | -1% | 0.8 | -2% | 2% | 8% | 7
CC1Cc2ccccc2N1C(=S)NC(=O)c1ccc(Cl)cc1Cl (centres undefined) | 2% | -13% | 4% | -2.0 | -13% | -1% | 12% | 8
Cc1cccc(-c2nnc(SCC(=O)N3CCOCC3)o2)c1 | 5% | 6% | 5% | -1.5 | -10% | -4% | 8% | -2
SMILES | EPAC2 antag | WRN helicase inh | EPAC1 antag | CCT chaperon mod | PLK1 PBD inh | Mm-Cpn inhibitor | EPAC1 ag | PI5P4Ka inh
COCc1ccc(CN2CCCC(C(=O)Nc3ccccc3-c3ccc(OC)cc3)C2)o1 (centres undefined) | ? | -6% | 4% | 0.5 | -7% | -3% | 3% | 12
Cc1ccccc1NS(=O)(=O)c1cc(C(=O)Nc2cccnc2)ccc1C | 0% | -16% | 3% | 0.2 | -9% | 0% | -5% | 5
O=Cc1c(Sc2ccccn2)nc2ccccn2c1=O | 11% | -6%[57.1 µM] | 9% | -0.5 | -11% | -3% | -1% | 5
COc1ccc(CN(CC(=O)NCC2CCCO2)C(=O)CCC(=O)Nc2cc(C)on2)cc1 (centres undefined) | -8% | 6%[57.1 µM] | -4% | -2.2 | -10% | 1% | 0% | -6
CCOC(=O)c1[nH]c2cc(OC)c(OC)cc2c1NC(=O)c1ccc2c(c1)OCO2 | -4% | -12% | 1% | -0.2 | 1% | 0% | 2% | nt
CCN(CC)C(=O)[C@H]1CC(CC(=O)NCC23CC4CC(CC(C4)C2)C3)C(=O)N2CCc3c([nH]c4ccccc34)[C@]12C (some centres undefined) | 5% | -6% | 1% | -2.6 | 0% | 0% | 0% | -1
CCn1c(Cc2ccc(OC)cc2)nnc1SCc1nc2ccccc2c(=O)[nH]1 | 0% | -14% | -3% | 1.3 | -3% | 2% | 2% | 0
O=C(COc1ccc(Br)cc1F)N1CCN(c2ncccn2)CC1 | 3% | 1% | -2% | 2.6 | 1% | -1% | -3% | -3
COc1ccc(CCNC(=O)c2ccccc2NC(=O)C2=C(C)OCCS2)cc1OC | 2% | 1% | -6% | 0.1 | -5% | 0% | -6% | -1

Source: PubChem
